# Compound activity as filed in PubChem BioAssay.
# tuberculosis growth = growth inhibition of non-replicating M. tuberculosis (AID 488890); Mycobacterium tuberculosis non-replicating, growth inhibition; higher % means a stronger effect; inhibition, % at 25 µM, or IC50 in µM where a hit was titrated; hit rate 0.39% among 320,000; in the data active means a potency from the dose series; inconclusive means inhibition mostly from about 82% at the one dose, without a potency; inactive means the rest, 99 in 100 with inhibition below about 76%;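 further: plate controls were DMSO cells for no effect and high antibiotic wells for full effect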
# H1N1 NS1A inhibition = NS1A inhibition, H1N1 influenza, cell based functional assay (AID 504329). inhibition, % at 12.5 µM; hits with a dose series show IC50 in µM. hit rate 0.3% among 340,000. NS1A functional cell-based assay, percent inhibition; higher % means a stronger effect; in the data active means a potency from the dose series; inconclusive means inhibition above about 27% without an active follow-up result; further: strong numbers were not always called active
# Salmonella PhoP GFP = Inhibition of PhoP regulon, Salmonella typhi GFP reporter cells, confirmation, 4 h (AID 1850) | Salmonella Typhi PhoP-promoter GFP reporter, fluorescence, 4 h; higher % means a stronger effect | inhibition, % at 50 µM; hits with a dose series show IC50 in µM | hit rate 0.33% among 310,000; in the data active means a potency from the dose series; inconclusive means inhibition mostly from about 25% at the one dose, without a potency; inactive means the rest, 99 in 100 with inhibition below about 19%;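 further: 0% = induced wells with vehicle and 100% = uninduced wells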
# inhibitors of VEEV = inhibitors of VEEV TC-83 cytopathic effect, confirmation, Vero cells (AID 588727); Vero cells, VEEV TC-83 cytopathic effect inhibition; higher % means a stronger effect; inhibition, % at 20 µM, or IC50 in µM where a hit was titrated; hit rate 0.13% among 350,000; in the data active means a potency from the dose series; inconclusive means inhibition mostly from about 14% at the one dose, without a potency; inactive means the rest, 99 in 100 with inhibition below about 12%; further: strong numbers were not always called active
# M. tuberculosis HTS = M. tuberculosis growth inhibition, HTS (AID 449762); M. tuberculosis H37Rv growth inhibition, 7H9 media; higher % means a stronger effect; one-dose inhibition, % at 25 µM; IC50 in µM for titrated hits; hit rate 0.59% among 330,000; in the data active means a potency from the dose series; inconclusive means inhibition above about 70% without an active follow-up result;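 further: bacterial growth assessed after seven days of incubation; strong numbers were not always called active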
# inhibitors of VEEV 10K pilot screen = also measured in inhibitors of VEEV; calls as there; inhibition, %; measured here: 10K pilot screen inhibition
# * marks the source's active call; other numbers are inactive results; i = inactive; ? = inconclusive; · = no result given.
# Preview:
SMILES,tuberculosis growth,H1N1 NS1A inhibition,Salmonella PhoP GFP,inhibitors of VEEV,M. tuberculosis HTS,others
CCc1ccccc1NC(=O)CC(O)(C(=O)OC)C(F)(F)F (stereo unspecified),6%,13%,10%,0.9%,-1%,
CCCN(CCC)CCNC(=O)C(NS(=O)(=O)c1ccc2c(c1)CCC(=O)N2)c1ccccc1 (stereo unspecified),3%,-1%,-5%,2.5%,-6%,
CN(C)/C=C1\C(=O)N(c2ccc(Cl)cc2)CS1(=O)=O,-7%,-5%,6%,0.1%,1%,
Cc1cc(C)c(S(C)(=O)=O)c(Oc2ccccc2C)n1,1%,4%,5%,1.7%,-4%,
O=C(CSc1nc(Nc2ccccc2)nc(N2CCOCC2)n1)Nc1ccc([N+](=O)[O-])cc1,15%,30%,-5%,i,?,
O=S(=O)(c1ccc2[nH]c3c(c2c1)CCCC3)N1CCCCC1,33%,7%,3%,i,-3%,

# Main list, from the start:
SMILES,tuberculosis growth,H1N1 NS1A inhibition,Salmonella PhoP GFP,inhibitors of VEEV,M. tuberculosis HTS,others
CCc1ccccc1NC(=O)CC(O)(C(=O)OC)C(F)(F)F (stereo unspecified),6%,13%,10%,0.9%,-1%,
CCCN(CCC)CCNC(=O)C(NS(=O)(=O)c1ccc2c(c1)CCC(=O)N2)c1ccccc1 (stereo unspecified),3%,-1%,-5%,2.5%,-6%,
CN(C)/C=C1\C(=O)N(c2ccc(Cl)cc2)CS1(=O)=O,-7%,-5%,6%,0.1%,1%,
Cc1cc(C)c(S(C)(=O)=O)c(Oc2ccccc2C)n1,1%,4%,5%,1.7%,-4%,
O=C(CSc1nc(Nc2ccccc2)nc(N2CCOCC2)n1)Nc1ccc([N+](=O)[O-])cc1,15%,30%,-5%,i,?,
O=S(=O)(c1ccc2[nH]c3c(c2c1)CCCC3)N1CCCCC1,33%,7%,3%,i,-3%,
N#CC1(NC(=O)CSc2nncn2-c2ccccc2F)CCCC1,0%,-20%,·,2.2%,-5%,
Cc1cc(C)cc(-n2nnnc2SCC(=O)Nc2cccc(NC(=O)c3ccco3)c2)c1,3%,5%,-2%,i,-8%,
CCC1C=C(c2ccccc2)C=CN=C1N(CC)CC (stereo unspecified),10%,20%,-3%,1.2%,-2%,
CC(C)[C@@H](C(=O)OCC(=O)c1ccc2c(c1)NC(=O)CO2)N1C(=O)c2ccccc2C1=O,·,16%,·,6.6%,·,
N#Cc1c(-c2cccs2)cc(-c2cccnc2)nc1N,0%,-16%,8%,4.3%,-4%,
CCNC(=S)N1CCN=C1Nc1nc(C)cc(C)n1,4%,·,0%,6.8%,-1%,
CCOc1ccccc1NC(=O)C1CCN(C(=O)Cc2ccccc2)CC1,13%,8%,-15%,0.7%,3%,
COc1cc(NC(=O)CSc2nc3ccccc3cc2C)c(C(=O)O)cc1OC,38%,-3%,-5%,2.2%,8%,
C=C1CC2C=C(NC(C)=O)CC(C1)C2 (stereo unspecified),-17%,1%,-1%,i,-6%,
CCN(CC)C(=O)CSc1nc2c(sc(=S)n2-c2ccccc2)c(=O)n1-c1ccc(OC)cc1OC,74%,-2%,10%,8.3%,68%,
O=C(O)c1ccccc1C(=O)NCc1ccc(F)cc1,30%,17%,-5%,i,-11%,
C=CCc1cccc2cc(C(=O)NC3CCCC3)c(=O)oc12,23%,-24%,8%,7.9%,?,
CCOC(=O)NC(=O)c1cn(Nc2ccccc2)c(=O)[nH]c1=O,-2%,13%,17%,5.1%,1%,
O=C(Nc1ccccc1)Nc1cc(Cl)cc(Cl)c1,31%,1%,-6%,i,?,
O=C(Cn1c(=O)n(CCc2c[nH]c3ccccc23)c(=O)c2cccnc21)Nc1ccccc1F,·,12%,-7%,9.1%,-2%,
COCc1cc(C)nc(SCC(=O)NCc2ccco2)c1C#N,7%,3%,3%,i,3%,
CC1(C)CC(=O)C(C=NCC2CCCO2)=C(O)C1 (stereo unspecified),-4%,-20%,-8%,0.6%,-5%,
CC(C)C[C@H]1CNC(=S)N1CC1CCCN1C[C@H](CC(C)C)N1C[C@H](Cc2ccc(O)cc2)N(CC2CCCCC2)C1=S (stereo partly specified),·,-1%,·,i,·,
CCCNc1ncccc1C(N)=O,-4%,9%,12%,i,-5%,inhibitors of VEEV 10K pilot screen=0.2
CCOC(=O)c1ccc(CNC(=O)c2cc(COc3ccccc3SC)on2)o1,19%,4%,-12%,2.0%,18%,
CC(C)CCSc1cc(NCCO)c([N+](=O)[O-])c2nonc12,63%,9%,-20%,8.2%,2%,
COc1cc(OC)cc(C(=O)NC(=S)NCc2ccco2)c1,22%,12%,-5%,i,0%,
CC(CC(=O)Nc1cc([N+](=O)[O-])ccc1Cl)c1ccccc1 (stereo unspecified),4%,8%,2%,0.1%,3%,
CN(CC(=O)Nc1c(Cl)cccc1Cl)C(=O)c1cc(-c2cccs2)nn1-c1ccccc1,-2%,10%,1%,7.6%,1%,
COc1ccccc1C(=O)Nc1cc(C)on1,-5%,-21%,-1%,1.6%,-6%,
COc1ccc(S(=O)(=O)N2CCC(C(=O)N3CCCCCC3)CC2)cc1,6%,-7%,13%,0.2%,1%,
N#Cc1c2n(c3c(=O)n(Cc4ccc(Cl)cc4)cnc13)CCCC2,24%,2%,-7%,2.2%,9%,
Cc1cc(NC(=O)CCn2c(=O)sc3ccccc32)no1,4%,3%,-12%,i,1%,
Cc1cc(C)c2[nH]c(=O)c(CN(Cc3ccc4c(c3)OCO4)Cc3nnnn3C3CCCC3)cc2c1,26%,0%,-4%,8.4%,-5%,
CSCc1ccc(C(=O)NCC(c2cccs2)N2CCOCC2)cc1 (stereo unspecified),-10%,-3%,-6%,0.8%,5%,
Cn1ccc(C(=O)N2CCCc3ccccc32)n1,-8%,-3%,2%,0.6%,-4%,
COc1cc(NC(=O)CS(=O)(=O)c2ccccc2)cc(OC)c1OC,1%,-18%,-10%,3.1%,0%,
CCOc1ccc(N(C(C)C(=O)Nc2cccnc2)S(C)(=O)=O)cc1 (stereo unspecified),-1%,1%,0%,0.0%,-11%,
O=C(N=Nc1c(O)n(Cc2ccccc2)c2ccccc12)c1ccncc1,?,5%,-1%,i,?,

# Some of these compounds in order of molar mass, lowest first.
SMILES,tuberculosis growth,H1N1 NS1A inhibition,Salmonella PhoP GFP,inhibitors of VEEV,M. tuberculosis HTS,others
COc1cc(OC)cc(C(=O)NC(=S)NCc2ccco2)c1,22%,12%,-5%,i,0%,
CC(C)CCSc1cc(NCCO)c([N+](=O)[O-])c2nonc12,63%,9%,-20%,8.2%,2%,
Cc1cc(C)c2[nH]c(=O)c(CN(Cc3ccc4c(c3)OCO4)Cc3nnnn3C3CCCC3)cc2c1,26%,0%,-4%,8.4%,-5%,

# (further entries)
SMILES,tuberculosis growth,H1N1 NS1A inhibition,Salmonella PhoP GFP,inhibitors of VEEV,M. tuberculosis HTS,others
COc1ccc(-c2nc3ccccc3s2)cc1NC(C)=O,-3%,-5%,0%,0.0%,3%,
Cc1cc(OCC(O)CNC(C)(C)C)ccc1Cl (stereo unspecified),-4%,·,10%,1.1%,-6%,
Cc1c(Cl)cccc1NC(=O)CCN1C(=O)C2CC=CCC2C1=O (stereo unspecified),-6%,-11%,-10%,5.8%,-1%,
O=C1CCC(C(=O)N2CCSCC2)CN1Cc1ccc(Cl)cc1 (stereo unspecified),-6%,5%,1%,0.3%,0%,
O=C(c1ccc([N+](=O)[O-])c(CS(=O)(=O)c2ccc(Cl)cc2)c1)N1CCCCC1,-3%,-8%,-2%,0.2%,1%,inhibitors of VEEV 10K pilot screen=0.8
COC(=O)c1ccccc1NC(=O)CCCn1nc([N+](=O)[O-])c(Br)c1C,6%,-26%,-8%,i,6%,
Cc1nn(-c2nc3ccccc3s2)c(N)c1-c1ccccc1,2%,0%,-9%,1.5%,-1%,
O=C(NC[C@H]1CCCO1)c1cccc2c1C(=O)c1ccc(-c3ccc(F)cc3OCc3ccccc3)cc1S2(=O)=O,34%,12%,·,5.5%,-5%,
O=C(NCCOC(=O)C1COc2ccccc2O1)C1COc2ccccc2O1 (stereo unspecified),47%,22%,-5%,1.0%,-16%,
CCOC(=O)c1[nH]c(C)c(/C(O)=C2\C(=O)C(=O)N(CCN(C)C)C2c2ccco2)c1C (stereo unspecified),3%,8%,-12%,0.4%,-3%,
CCOC(=O)N1CCC(NC(=O)CSCc2nc(-c3sccc3C)oc2C)CC1,-11%,1%,1%,0.2%,-13%,
O=C1c2ccccc2CN1CCSC(=S)N1CCOCC1,26%,13%,10%,1.2%,6%,
Cc1ccccc1NS(=O)(=O)c1ccc(OCC(=O)N2CCCCC2)cc1,2%,-2%,-4%,2.4%,-3%,
CCCCNC(=O)CCn1c(=O)c2ccccc2n(Cc2ccc(Cl)cc2)c1=O,-1%,-5%,6%,i,2%,
CNC(=O)/C(C#N)=C1/SC(Cc2ccc(F)cc2)C(=O)N1c1ccccc1 (stereo unspecified),-5%,-19%,18%,0.3%,-12%,
Cc1ccccc1CN1CCN(Cc2ccc3cccc(F)c3n2)CC1CCO (stereo unspecified),-12%,-2%,1%,i,2%,
Cc1ccc(CNc2nc(C)nc3sc4c(c23)CCC4)cc1,9%,10%,1%,2.3%,-5%,
Cc1[nH]c2ccc3ncccc3c2c1C,19%,-3%,-2%,0.8%,-3%,
O=C(O)Cn1cc(C=C2C(=O)NC(=O)NC2=O)c2ccccc21,-5%,5%,-19%,i,5%,
Cc1cccc(C)c1NC(=O)CN1C(=O)CCSc2ccc(S(=O)(=O)N3CCCC3)cc21,3%,-3%,5%,3.3%,6%,
Oc1ccccc1C(=S)N1CCCCCC1,9%,0%,-10%,i,5%,
CC(C)Cc1nc(N2CCOCC2)c(C#N)c2c1COC(C)(C)C2,16%,7%,28%,7.4%,14%,
COC(=O)c1ccc(-c2c(-c3ccccc3)ncc3cc(OC)c(OC)cc23)cc1,26%,-14%,·,6.5%,?,
CCOC(=O)CC1=Nc2ccccc2NC(=O)C1,4%,6%,6%,1.5%,-2%,
O=[N+]([O-])c1cnc(Sc2ccncn2)s1,?,9%,-3%,2.8%,29%,
CC(=O)Oc1ccc2cc(-c3nc4ccccc4n3C)c(=O)oc2c1,20%,-6%,-1%,1.2%,11%,
CCOC(=O)c1cccc(NC(=O)CSc2nc3cccnc3n2C)c1,-1%,-1%,7%,0.4%,-1%,
CN1CCc2c(sc3nc(SCC(N)=O)n(-c4ccc(Cl)cc4)c(=O)c23)C1,45%,-12%,-1%,0.3%,4%,
COc1ccc(CC(=O)Oc2ccc(C)cc2Br)cc1OC,67%,17%,-7%,0.5%,0%,
COC(=O)C(=O)Nc1nnc(COc2ccccc2)s1,-2%,17%,5%,0.6%,0%,
COc1ccc(CNC(=O)C2CC(c3cccc(OC)c3)=NO2)cc1 (stereo unspecified),12%,1%,0%,2.3%,-3%,
COc1ccc(/C=N\NC(=O)c2cc(O)c(O)c(O)c2)cc1CN1CCN(c2ccc(F)cc2)CC1,-6%,24%,-4%,4.6%,2%,
Cc1nn(C(=O)c2cccc([N+](=O)[O-])c2)c(C)c1Cl,-1%,-5%,-6%,i,-6%,
O=C(Nc1ccccc1-c1nnn(CC(=O)N2CCN(c3ccccc3)CC2)n1)c1cccs1,10%,-10%,-4%,7.3%,6%,
CCN1C[C@@H]2[C@@H]3C(=O)N(C)C(=O)[C@@H]3[C@](Cc3ccccc3)(C(=O)OC)N2C1=NCc1ccccc1,·,4%,·,i,·,
O=C(CNCC1CCCO1)N1CCCc2ccccc21 (stereo unspecified),3%,-5%,-10%,0.0%,0%,
CCCN1C(=O)C(O)(C2CC(=O)CC(C)(C)O2)c2ccccc21 (stereo unspecified),9%,-7%,-3%,0.9%,3%,
O=C(O)CN1C(=O)C2C3C=CC(C3)C2C1=O (stereo unspecified),·,-5%,-9%,i,-4%,
Cc1cc(C(=O)NC(Cc2c[nH]c3ccccc23)C(=O)O)c(C)o1 (stereo unspecified),-1%,1%,-7%,0.8%,6%,
Cc1nn(-c2cc(C(F)(F)F)ccn2)c(=O)o1,-4%,-5%,7%,i,-14%,
NS(=O)(=O)c1ccc(CCNC(=O)C2CCN(c3ncnc4c3nc3n4CCCCC3)CC2)cc1,2%,-8%,-1%,0.0%,7%,
CC[C@@H]1[C@H]2CCCC(=O)N3CC[C@@H](C[C@@H]1OC(=O)NCc1ccccc1)[C@@H]23,8%,-4%,-29%,0.4%,-6%,
CCOC(=O)[C@]12Cc3cc(N(C)C)ccc3[C@H]1N(Cc1ccccc1)C(=O)c1ccccc12,·,8%,·,7.7%,·,
CCOc1ccc(C(=O)C2CCN(C(=O)c3ccc([N+](=O)[O-])cc3)CC2)cc1,15%,-24%,4%,0.2%,44%,
